# Screens as filed in PubChem BioAssay.
# RXFP1 agonist – activates the human relaxin receptor RXFP1. HEK293T-RXFP1 cAMP TR-FRET, 30 min; response scale: percent of porcine relaxin response, buffer zero. Potency, µM (titrated, usually from 57.5 µM), without a hit: at the top dose activation, hits mostly activators. 370,000 tested, 0.3% active; note: % is set by controls: 0 for no effect and ±100 for the full control effect; nearly all actives have a fitted effect of over 60% in size; many of its hits are not listed in these tables
#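 Agonist response is measured as cAMP accumulation in an RXFP1-transfected HEK293T line under PDE4 inhibition. Values are scaled between buffer-only and 29 nM porcine relaxin, and EC50s come from standard Hill equation fits.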
# Vif-APOBEC3F blk – blocks the Vif interaction with APOBEC3F; HeLa A3F-eYFP + Vif (tagged APOBEC3F with the HIV-1 protein that degrades it), YFP fluorescence increase; 390,000 tested, 0.2% active; Potency, µM (highest dose often 46.1 µM), for the others: at the top dose activity, negative = active; AID 602313; note: % of control where 0% means no effect; nearly all actives have a fitted effect of over 65% in size
#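 Fluorescence increase (Ex 488/Em 500-530) after overnight compound treatment at 37 deg C flags inhibition of Vif-driven A3F-eYFP loss in stable HeLa A3F-eYFP/Vif cells seeded overnight beforehand.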
# TrxR1 substrate – is turned over as a substrate by rat TrxR1. O89049. purified TrxR1 substrate turnover, NADPH consumption readout. Potency, µM (series often up to 114 µM), for the others: at the top dose activity change, negative = substrate turnover. 390,000 tested, 0.01% active; note: % is set by controls: 0 for no effect and ±100 for the full control effect; nearly all actives have a fitted effect of over 50% in size
#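 Rat TrxR1, dispensed at 90 nM, was prereduced with 400 uM NADPH (final) for 5 min at ~22 deg C, then incubated with compound 15 min before 400 uM selenite. A first-read NADPH fluorescence drop versus no-compound background flagged substrates.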
# Vif-A3G inh – inhibitors of Vif-APOBEC3G interaction. Potency, µM (doses to about 46.1 µM), inactives show at the top dose activity, negative = active, actives largely listed as inhibitors. Q9HC16. AID 602310. HeLa A3G-eYFP + Vif (tagged APOBEC3G with the HIV-1 protein that degrades it), YFP fluorescence, overnight. 410,000 tested, 0.076% active;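 note: % is set by controls: 0 for no effect and ±100 for the full control effect; nearly all actives have a fitted effect of over 60% in size; hits raise eYFP signal because A3G escapes Vif-driven loss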
# Target sequence (Q9HC16 whole entry, looked up): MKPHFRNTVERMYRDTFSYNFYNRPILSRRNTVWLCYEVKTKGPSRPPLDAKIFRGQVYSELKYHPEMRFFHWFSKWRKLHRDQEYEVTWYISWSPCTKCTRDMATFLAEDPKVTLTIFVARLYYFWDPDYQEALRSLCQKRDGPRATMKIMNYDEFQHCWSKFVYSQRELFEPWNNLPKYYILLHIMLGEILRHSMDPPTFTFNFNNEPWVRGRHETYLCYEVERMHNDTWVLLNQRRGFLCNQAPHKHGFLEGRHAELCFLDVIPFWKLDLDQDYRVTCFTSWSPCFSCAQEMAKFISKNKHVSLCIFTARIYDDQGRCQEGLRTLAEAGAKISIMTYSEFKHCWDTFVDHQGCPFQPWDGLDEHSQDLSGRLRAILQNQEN
#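 Read-out is eYFP fluorescence (Ex 488/Em 500-530) from Vif-expressing HeLa A3G-eYFP cells; more signal means A3G escaped Vif-mediated degradation. Cells plated overnight, compound pinned in, incubated overnight at 37 deg C.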
# mIDH1 inhibitor – blocks human mutant IDH1 R132H enzyme. O75874. Potency, µM (top dose mostly 76.6 µM), inactives show at the top dose activity change, negative = inhibition, usual class: inhibitors. 390,000 tested, 0.093% active. IDH1-R132H enzyme, NADPH consumption, diaphorase/resazurin fluorescence; note: % is set by controls: 0 for no effect and ±100 for the full control effect; nearly all actives have a fitted effect of over 65% in size
# Target sequence (O75874 whole entry R132H, stated change not applied): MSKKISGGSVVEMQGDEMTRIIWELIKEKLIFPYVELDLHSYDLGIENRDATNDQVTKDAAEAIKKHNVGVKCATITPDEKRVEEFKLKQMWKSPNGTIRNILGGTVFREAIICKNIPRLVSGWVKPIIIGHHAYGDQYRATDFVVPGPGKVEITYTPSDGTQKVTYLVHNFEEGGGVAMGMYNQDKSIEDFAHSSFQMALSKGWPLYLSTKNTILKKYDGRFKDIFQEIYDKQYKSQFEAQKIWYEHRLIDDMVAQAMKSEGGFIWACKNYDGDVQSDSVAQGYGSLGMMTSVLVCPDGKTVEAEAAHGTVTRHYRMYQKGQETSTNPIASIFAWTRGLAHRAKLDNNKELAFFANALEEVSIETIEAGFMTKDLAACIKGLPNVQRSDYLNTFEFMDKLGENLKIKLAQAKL
#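 IDH1-R132H (0.5 ug/mL) preincubated 30 min with compound, then NADPH (0.016 mM) and alpha-KG (2 mM) added; 80 min at RT, pH 7.5. Remaining NADPH coupled via diaphorase/resazurin to fluorescence (540/590 nm); concentration-response curves normalized to no-enzyme control.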
# RGS4 inh – inhibitors of human regulator of G protein signaling 4 | P49798 | Transcreener GDP fluorescence polarization, RGS4-accelerated GTP hydrolysis | Potency, µM (top dose mostly 114 µM), inactives show top-dose activity change, negative = inhibition, actives largely listed as inhibitors | 390,000 tested, 0.039% active; note: % is set by controls: 0 for no effect and ±100 for the full control effect; nearly all actives have a fitted effect of over 75% in size; some results filed as inactive show a strong effect at the top dose
# Target sequence (P49798 whole entry, looked up): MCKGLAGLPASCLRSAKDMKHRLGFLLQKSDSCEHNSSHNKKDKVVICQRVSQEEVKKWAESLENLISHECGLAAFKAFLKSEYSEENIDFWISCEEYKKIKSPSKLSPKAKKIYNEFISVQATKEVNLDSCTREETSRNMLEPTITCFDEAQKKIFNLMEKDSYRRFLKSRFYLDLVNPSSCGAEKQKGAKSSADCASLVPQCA
#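 MLSMR compounds (23 nl, pin-transferred) preincubated 10 min at room temperature with a 500nM (2x) first reagent, then RGS4 at 900nM (2x) plus Transcreener GDP mix added; fluorescence polarization (620/688 nm) read before and after 90 min at 30 °C.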
# rTrxR1 inhibitor – blocks rat thioredoxin reductase 1 | 390,000 tested, 1% active | O89049 | Potency, µM (top dose mostly 114 µM), without a hit: top-dose activity change, negative = inhibition, actives largely listed as inhibitors | recombinant rTrxR1, NADPH fluorescence consumption, selenite substrate; note: % is set by controls: 0 for no effect and ±100 for the full control effect; nearly all actives have a fitted effect of over 65% in size
#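 Rat TrxR1 (90 nM in the dispensed reagent) was pre-reduced with 400 uM NADPH for 5 min at room temperature, then incubated with compound for 15 min. After 400 uM selenite was added, NADPH fluorescence (Ex 340/Em 450 nm) was followed for 8 min.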
# USP1-UAF1 inh – blocks the human USP1/UAF1 deubiquitinase complex; AID 743255; recombinant USP1/UAF1, Ub-Rhodamine cleavage fluorescence; 390,000 tested, 0.23% active; Potency, µM (highest dose often 57.1 µM), without a hit: top-dose activity change, negative = inhibition, usual class: inhibitors; note: % is set by controls: 0 for no effect and ±100 for the full control effect; nearly all actives have a fitted effect of over 60% in size; inactives centre near -12
#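 USP1/UAF1 complex at 1 nM was preincubated with compound for 15 min at room temperature, then Ub-Rho substrate (150nM final) was added. Fluorescence (480/540 nm) was read kinetically, 6 reads every 60 seconds.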
# 12-LOX inh – inhibitors of human 12S-lipoxygenase ALOX12; 580,000 tested, 1.1% active; AID 1671190; purified 12hLO, xylenol orange hydroperoxide absorbance; Potency, µM (top dose mostly 108 µM), inactives show at the highest dose activity change, negative = inhibition, actives largely listed as inhibitors; note: % is set by controls: 0 for no effect and ±100 for the full control effect
#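 Purified human 12hLO at 150 nM in 25 mM Hepes, 0.01% Triton X-100, pH 7.0, preincubated 15 min at room temperature with compound. Reaction started with 40 uM arachidonic acid, 30 min at room temperature. Hydroperoxide measured by Fe-xylenol orange, 573/405 nm absorbance ratio.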
# Starred values were filed as active, the others as inactive; i = inactive; ? = inconclusive; · = no result given; [ ] = another dose, or the depositor's remark. Calls come from the whole dose curve; as a rule, active = well fitted curve in the direction sought with a large enough effect; inconclusive = small, poorly fitted or top-dose-only effect, or another doubt; inactive = no such curve, though single readings can be large; an effect the other way counts as inactive or inconclusive. Potency is the fitted concentration of half-maximal effect.
SMILES,RXFP1 agonist,Vif-APOBEC3F blk,TrxR1 substrate,Vif-A3G inh,mIDH1 inhibitor,RGS4 inh,rTrxR1 inhibitor,USP1-UAF1 inh,12-LOX inh
CCOc1ccc(NC(=O)Cn2nnc(-c3ccc(C(N)=O)cc3)n2)cc1S(=O)(=O)N1CCCC1,2.3%,-2%,-11%,-7%,8%,-21%,-10%,-22%,-7%
Cc1ccc(S(=O)(=O)N2CCN(CC(=O)N/N=C/c3ccc(Br)s3)CC2)cc1,1.5%,-8%,-1%[57.1 µM],1%,-5%,-2%,1%[57.1 µM],-8%,-17%
COCCN(C(=O)CSc1nnc(-c2cccc(C)c2)n1C)c1c(N)n(Cc2ccccc2)c(=O)[nH]c1=O,-1.3%,4%,-11%[57.1 µM],3%,9%,-18%,17%[57.1 µM],-7%,-3%
O=C(CNc1cccc(S(=O)(=O)N2CCCCC2)c1)Nc1cccc(F)c1,-0.4%,0%,7%,-1%,1%,12%,32%[activator],-10%,-27%
NC[C@@H]1O[C@H](C23CC4CC(CC(C4)C2)C3)Cc2c1ccc(O)c2O,-1.1%,-12%,7%[57.1 µM],-23%,-3%,?,?,14%,?
COc1ccccc1NC(=O)Cn1cnc2sc(C(=O)NCc3ccco3)c(C)c2c1=O,6.4%,2%,-1%[57.1 µM],0%,3%,-14%,11%[57.1 µM],-17%,56%
COc1cccc(Cc2nc3ccccc3nc2SCC(=O)Nc2ccccc2F)c1,14%,-8%,-3%[57.1 µM],-4%,-7%,17%,12%[57.1 µM],-4%,?
O=C(NCc1ccc(F)cc1)C1CCCN1S(=O)(=O)c1ccc(F)cc1 (configuration not stated),·,-8%,·,-3%,-2%,·,·,-9%,-2%
COc1cc(C=C2C(=O)c3ccccc3C2=O)ccc1O,0.9%,1%,-2%,0%,8%,14%,-23%,-6%,-26%
OCCCc1nc2ccccc2n1CCc1ccccc1,-1.8%,-2%,8%[57.1 µM],0%,5%,-7%,7%,-15%,-4%
COC1OC(COCc2ccccc2)C(N)C(OCc2ccccc2)C1OCc1ccccc1 (configuration not stated),·,-4%,6%,-3%,15%,-5%,13%,-14%,18%
C/C(CC(=O)Nc1ccc(C)c(Cl)c1)=N\NC(=O)Cc1cnc(N)s1,2.6%,-1%,4%,0%,0%,-11%[56.9 µM],-13%,-15%,6%
CC(C)c1nnc(NC(=O)CCS(=O)(=O)c2nc(-c3cccs3)cc(C(F)(F)F)n2)s1,1.3%,-2%,14%,?,0%,?,35µM*,-11%,0%
CC(C)CC(COCc1cccc(C(F)(F)F)c1)N1CCN(C(=O)c2cccc(C(F)(F)F)c2)CCC1=O (configuration not stated),3.4%,3%,-3%,2%,5%,-3%,18%,?,?
COc1ccccc1Cc1nc2ccccc2nc1SCC(=O)NCc1ccc(F)cc1,8.6%,-2%,8%[57.1 µM],2%,-12%,-2%,22%[57.1 µM],-10%,2%
CCC(=O)N1CCc2cc(Br)cc(S(=O)(=O)NC3CCN(Cc4ccccc4)CC3)c21,-0.1%,5%,-15%[57.1 µM],0%,3%,-17%,-2%[57.1 µM],-2%,1%
CSc1ccccc1C(=O)N(CC1CCCO1)c1c(N)n(Cc2ccccc2)c(=O)[nH]c1=O (configuration not stated),3.3%,-5%,-1%,-2%,2%,-25%,11%,5%,-16%
COc1ccc(COc2cc(-c3cccc(OC)c3)nc3ccc(N)cc23)cc1,7.4%,0%,86%[activator][57.1 µM],?,5%,-17%,?,?,-5%
O=C(Nc1cccc(O)c1)c1cc(-c2ccc3c(c2)OCO3)on1,-1.6%,0%,8%,-1%,0%,-17%,24%,-24%,-17%
O=C(Nc1nc2ccccc2n1CCN1CCOCC1)c1ccc(Cl)cc1,24%,6%,108%,0%,16%,-20%,66%,-4%,1%
CCOC(=O)C(C)n1nc(/C=C/c2ccccc2)ccc1=O (configuration not stated),-0.1%,4%,20%[57.1 µM],0%,3%,-30%,-3%[57.1 µM],-8%,0%
COc1ccc(COc2ncnc3ccc(Br)cc23)cc1F,1.6%,8%,14%[57.1 µM],-8%,8%,-14%,28%[57.1 µM],-13%,-30%
O=C(NCc1ccco1)c1cnc2sccn2c1=O,5.9%,4%,-4%,2%,1%,-1%,-13%,-2%,13%
O=C(COC(=O)c1ccco1)NCC1CCCO1 (configuration not stated),0.4%,-3%,8%[57.1 µM],-3%,3%,-10%[11.4 µM],11%[57.1 µM],0%,4%
COc1ccc(S(=O)(=O)N2CC3CCCN3c3ccc(C(F)(F)F)cc32)cc1 (configuration not stated),-0.6%,-2%,4%,-7%,6%,22%,14%,-10%,18%

# Further results:
SMILES,RXFP1 agonist,Vif-APOBEC3F blk,TrxR1 substrate,Vif-A3G inh,mIDH1 inhibitor,RGS4 inh,rTrxR1 inhibitor,USP1-UAF1 inh,12-LOX inh
Cc1ccc(C(C)(O)CS(=O)(=O)Cc2ccccc2)cc1 (configuration not stated),-1.3%,9%,2%,2%,1%,-21%[56.9 µM],3%,-25%,98%
CC(C)CNC(=O)c1cccc(NC(=O)C(C)C)c1,-0.5%,-13%,-3%,-7%,-7%,-14%,8%,-7%,10%
C[C@@H]1CN([C@@H](C)CO)C(=O)Cc2cc(NC(=O)Nc3ccc(C(F)(F)F)cc3)ccc2O[C@@H]1CN(C)S(=O)(=O)c1ccc(Cl)cc1,·,-2%,7%[57.1 µM],-13%,-3%,-4%,7%[57.1 µM],-15%,?
CCOc1cc(C(=O)N(Cc2ccccc2)c2ccc(C)cc2)ccc1OCC(=O)N1CCOCC1,·,2%,1%,-11%,0%,6%,25%,-20%,16%
COc1cccc(NC(=O)CSc2nc3ccccc3c(=O)n2CCCC(=O)NCC2CCCO2)c1 (configuration not stated),1.5%,5%,-2%,0%,-8%,-18%,-6%,?,?
CN1CCN(c2ccccc2NC(=O)c2ccc(N3CCOCC3)c([N+](=O)[O-])c2)CC1,-0.1%,-1%,-11%,1%,10%,3%,-12%,-2%,14%
COc1cccc(C2CC(=O)Nc3cc4c(cc32)OCCO4)c1OC(C)C (configuration not stated),1.8%,-6%,1%,-24%,0%,-9%,-2%,-20%,12%[57.4 µM]
O=C(O)c1ccccc1-c1ccc(/C=C2\SC(=O)N(c3ccccc3)C2=O)o1,-0.8%,-5%,-8%,-4%,-2%,-8%,-26%,-16%,?
Cc1nc(NC(=O)c2ccc(F)cc2)sc1C(=O)Nc1ccc2c(c1)CCC2,1.9%,-4%,30%,-21%,4%,-7%,67%,8%,14%
O=C(c1cccc(C(F)(F)F)c1)N1CCOC12CCN(c1ncc(C(F)(F)F)cc1Cl)CC2,4.7%,3%,-10%,0%,0%,9%,-1%,-8%,21%
Cc1cccc(OCC(=O)Nc2ccccc2N2CCCCC2)c1,2.8%,-2%,3%,0%,11%,-29%,14%[0.457 µM],?,?
CCC(=O)N1CCN=C1SCc1cccc(C(F)(F)F)c1,-0.2%,8%,-6%,1%,5%,-6%,6%,-8%,56%[activator]
O=S(=O)(Nc1ccc(N2CCCCC2)cc1)c1cccc2cccnc12,3.0%,-8%,-4%,-1%,9%,6%,12%,-20%,0%
COc1ccccc1Nc1nc(N)nc(-c2oc3ccccc3c2C)n1,?,-13%,32%[activator],-4%,12%,-13%,-8%,-9%,0%
COc1ccc2oc(-c3ccc(NC(=O)c4ccc(Cl)cc4Cl)cc3)nc2c1,13%,-4%,-4%,-7%,0%,4%,6%,-20%,0%
COc1ccccc1NS(=O)(=O)c1ccc2oc(N)nc2c1,-2.8%,1%,-2%[57.1 µM],-2%,0%,-43%,-2%[57.1 µM],-10%,-29%
O=C(Cc1cccc(NC(=O)C2CCCN(C(=O)c3ccccc3)C2)c1)Nc1cccc(C(=O)N2CCCCC2)c1 (configuration not stated),·,0%,-5%,1%,-6%[38.3 µM],-6%,11%[2.29 µM],-25%,-4%
COc1ccc(OC)c(NC(=O)NC2(C(F)(F)F)Oc3ccccc3O2)c1,-0.2%,-6%,-2%,-11%,13%,-44%,-20%,-20%,-15%
Cc1ccc(C)c(CN2C(=O)C(=O)c3ccccc32)c1,-0.7%,1%,-2%[57.1 µM],-1%,-19%,-8%,6%[57.1 µM],-13%,-12%
CCOC(=O)N1CCC(N(CCOC)C(=O)Nc2ccc(Cl)c(Cl)c2)CC1,-0.7%,-10%,-10%,-2%,0%,-1%,14%,-29%,4%
Cc1cc(/C=C2\NC(=O)NC2=O)c(C)n1-c1ccc(N2CCOCC2)cc1,-1.6%,?,3%[11.4 µM],-7%,-1%,-16%,19%[11.4 µM],?,i
CC1(C)C2CC[C@]1(C)C(=O)N(CCCCN1CCN(c3ccccn3)CC1)C2=O,-0.9%,-10%,2%,1%,3%,-16%,12%,-25%,?

# Ordered by SMILES length (lowest first): some entries from above.
SMILES,RXFP1 agonist,Vif-APOBEC3F blk,TrxR1 substrate,Vif-A3G inh,mIDH1 inhibitor,RGS4 inh,rTrxR1 inhibitor,USP1-UAF1 inh,12-LOX inh
COc1ccccc1Nc1nc(N)nc(-c2oc3ccccc3c2C)n1,?,-13%,32%[activator],-4%,12%,-13%,-8%,-9%,0%
COc1ccc(OC)c(NC(=O)NC2(C(F)(F)F)Oc3ccccc3O2)c1,-0.2%,-6%,-2%,-11%,13%,-44%,-20%,-20%,-15%
CCOc1cc(C(=O)N(Cc2ccccc2)c2ccc(C)cc2)ccc1OCC(=O)N1CCOCC1,·,2%,1%,-11%,0%,6%,25%,-20%,16%

# Only part of the results is shown; rates above refer to the full screens.
